GSK3A inh – inhibitors of human GSK-3 alpha kinase | AID 2650 | inhibition, % at 10 µM | actives 0.1% (n = 320,000) | ADP-Glo luminescence, 60 min | P49840;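 in the data active = inhibition above about 50%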;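 note: GST-tagged GSK-3 alpha with peptide substrate and 25 µM ATP; 0% = DMSO neutral wells and 100% = GW8510 positive control wells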
Target sequence (P49840 whole entry, looked up): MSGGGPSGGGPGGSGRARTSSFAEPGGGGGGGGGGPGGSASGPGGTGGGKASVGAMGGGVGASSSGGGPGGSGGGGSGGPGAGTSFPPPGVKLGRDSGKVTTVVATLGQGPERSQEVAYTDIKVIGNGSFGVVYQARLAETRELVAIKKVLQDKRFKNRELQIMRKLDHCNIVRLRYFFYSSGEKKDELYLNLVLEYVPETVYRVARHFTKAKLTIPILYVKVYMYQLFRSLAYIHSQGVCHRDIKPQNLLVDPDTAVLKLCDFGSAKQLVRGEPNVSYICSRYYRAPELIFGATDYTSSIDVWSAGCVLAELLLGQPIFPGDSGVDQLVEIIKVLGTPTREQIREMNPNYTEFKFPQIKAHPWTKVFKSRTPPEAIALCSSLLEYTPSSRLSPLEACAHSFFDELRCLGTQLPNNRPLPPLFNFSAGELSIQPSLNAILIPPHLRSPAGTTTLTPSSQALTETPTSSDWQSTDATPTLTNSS
HSP90 inh – blocks HSP90-mediated luciferase refolding in reticulocyte lysate. Rabbit reticulocyte lysate, luciferase refolding luminescence, 3 h. inhibition, % at 5.6 µM. actives 0.91% (n = 290,000). AID 1789;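 active = inhibition above the screen-wide mean plus 3 SD, computed separately per campaign, cut at about 16% in these data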;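 note: 0% = DMSO wells and 100% = 60 µM geldanamycin wells; inhibitors lower the luminescence because luciferase stays unfolded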
GSK3B inh – inhibitors of human GSK3beta kinase; P49841; GST-GSK3beta kinase, ADP-Glo luminescence, 60 min; hits give low values; activity score (negative = inhibition), % at 10 µM; actives 0.038% (n = 300,000); AID 2097;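 active = more than half of replicate wells score below -50%, meaning over 50% inhibition versus plate controls; inconclusive = some replicates but at most half score below -50%; inactive = no replicate scores below -50%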;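 note: 0% = median DMSO wells and -100% = median GW8510 positive control wells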
Target sequence (P49841 whole entry, looked up): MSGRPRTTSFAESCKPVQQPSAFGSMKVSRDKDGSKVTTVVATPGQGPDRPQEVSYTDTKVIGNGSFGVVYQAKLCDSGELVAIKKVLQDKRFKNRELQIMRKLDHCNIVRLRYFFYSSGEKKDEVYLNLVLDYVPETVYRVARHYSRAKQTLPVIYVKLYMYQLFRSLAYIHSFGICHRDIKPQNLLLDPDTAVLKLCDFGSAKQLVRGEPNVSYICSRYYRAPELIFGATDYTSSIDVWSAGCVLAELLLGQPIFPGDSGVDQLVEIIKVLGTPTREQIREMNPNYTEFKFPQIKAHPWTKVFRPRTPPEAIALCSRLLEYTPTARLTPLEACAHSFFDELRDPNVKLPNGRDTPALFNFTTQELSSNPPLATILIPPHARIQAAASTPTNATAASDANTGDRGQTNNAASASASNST
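Assay system: GST-tagged human GSK3beta kinase, cell-free; Input: 1.6 ng GSK3beta; Medium: Tris/MgCl2 kinase buffer; Timing: 60 min enzyme reaction, room temperature; Signal: ADP-Glo luminescence quantifying ADP generated by kinase; Evaluation: score relative to plate controls; Benchmarks: DMSO neutral wells and GW8510 at 20 µM as positive.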
KLF5 inhibitor – inhibitors of KLF5 expression. DLD-1 KLF5 promoter-luciferase reporter, luminescence. inhibition, % at 5 µM. actives 0.23% (n = 290,000);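 active = inhibition above a per-plate limit of that plate's mean compound inhibition plus 3 SD, cut at about 60% in these data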;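 note: 0% = DMSO wells and 100% = LY294002 at 200 µM; higher means less KLF5 promoter-driven luciferase light; inactives centre near -14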
HSF1 inh – HSF1 inhibition; NIH3T3-HGL HSE-luciferase, MG132-induced, luminescence 8 h; hits give low values; activity change, negative = inhibition, % at 7.5 µM (by protocol); actives 0.77% (n = 300,000);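 active = more than half of replicate wells show activity change below -50%, luminescence cut by over half; inconclusive = some wells, but at most half, below -50%; inactive = no replicate well below -50%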;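 note: luciferase reports HSF-1 transcriptional activity via heat shock element; 0% = median of DMSO wells and -100% = zero luminescence signal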
Platelet DG rel – platelet dense granule release activity; actives 0.22% (n = 300,000); human platelet-rich plasma, SFLLRN dense granule ATP release, luminescence; inhibition, %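 (compounds screened at 7.5 µM in platelet-rich plasma)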;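 active = mean replicate score, as percent of positive control, at or above 50; inconclusive = mean below 50 but at least one replicate at or above 50; inactive = mean and every replicate below 50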
aSyn 5UTR inh – MLPCN primary screen, SNCA 5' untranslated region | alpha-synuclein 5'UTR reporter, inhibitor activity | inhibition, % (tested at 7.5 µM) | actives 0.82% (n = 300,000); in the data active = inhibition above about 60%; inconclusive = no clear call, values can overlap the other calls;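 note: H4 neuroglioblastoma cells stably carrying SNCA 5'UTR luciferase fusion; 0% = DMSO wells and 100% = positive control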
Dyrk1A ADPGlo – inhibitors of rat Dyrk1A kinase | Q63470 | ADP-Glo luminescence, NFATc1 peptide | inhibition, % at 12.5 µM | actives 0.43% (n = 310,000) | AID 504441; in the data active = inhibition above about 50%;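 note: plate controls were vehicle with enzyme for no effect and no enzyme for full effect; many of its hits are not listed in these tables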
IEC-6 cytotox – IEC-6 cytotoxicity, counter-screen for KLF5 inhibitors; luminescence viability; inhibition, % at 5 µM; actives 0.78% (n = 290,000); in the data active = inhibition above about 22%;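 note: 0% = plate median of test compound wells and 100% = cytotoxic reference compound wells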
HSF1 activator – increases HSF-1 driven luciferase reporter signal. actives 1.7% (n = 300,000). NIH3T3-HGL HSF-1 luciferase reporter, MG132, 8 h; 100% = twice DMSO control signal. activation, % at 9 µM;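 active = mean replicate activation of at least 50% with a set share of replicates each reaching 50%; inconclusive = only one of those two conditions met; inactive = mean below 50% and too few replicates reaching it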;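 note: 0% = median of the neutral control wells and 100% = twice that signal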
An asterisk follows results filed as active; ? = inconclusive; . = no result given. An excerpt; the hit share may differ from the screen's.

SMILES	GSK3A inh	HSP90 inh	GSK3B inh	KLF5 inhibitor	HSF1 inh	Platelet DG rel	aSyn 5UTR inh	Dyrk1A ADPGlo	IEC-6 cytotox	HSF1 activator
CC1=C(C)CC(C(=O)NCc2ccccn2)C(C(=O)O)C1 (stereo unspecified)	-3	4	1	-11	-8	-4	-4	-1	-3	-5
COc1ccc(CNC(=O)C(C)n2ccc3cc(S(=O)(=O)N4CCCCCC4)ccc32)cc1 (stereo unspecified)	-1	-5	4	-14	10	18	29	5	-5	18
Cc1ccc(C)c(S(=O)(=O)C(C#N)c2nc3ccccc3nc2N2CCCC2)c1 (stereo unspecified)	3	6	-2	-11	9	10	-9	-3	2	-2
NC(=O)c1c(NC(=O)COC(=O)c2ccc(S(=O)(=O)Nc3ccccc3)cc2)sc2c1CCCC2	-1	-2	-3	3	5	-4	10	.	-15	11
CCOC(=O)CSc1nc2sc3c(c2c(=O)n1-c1ccccc1)CCN(C(C)C)C3	-2	3	1	-13	-2	-5	12	4	-5	-7
COc1ccccc1C(=O)NCC1(c2ccccc2)CCCC1	-1	-2	3	-49	8	-1	6	-4	-2	9
NC(=O)N(CCC(=O)O)c1ccccc1	0	-3	-5	10	-13	-3	5	-10	-3	-12
O=C(Nc1nc2ccc(Oc3ccccc3)cc2s1)c1cc([N+](=O)[O-])ccc1N1CCOCC1	0	-7	1	7	8	13	-6	-5	11	24
N#Cc1c(-c2ccccc2)c(-c2ccccc2)nn(CC(=O)NNC(=O)Nc2ccc(Cl)cc2)c1=O	-1	-3	7	14	-5	-11	-7	6	-5	17
Cn1nccc1C(=O)Nc1ccc2c(c1)OCCO2	5	6	-6	-73	-44	47	34	7	0	-50
Cc1ccc(-n2c3nc(=O)[nH]c(=O)c-3cc3c(C)nn(-c4ccccc4)c32)c(C)c1	-2	-5	1	5	-4	3	24	-4	-7	-13
C=CCSc1nc(N)c(C#N)c(-c2ccccc2)c1C#N	1	-2	-2	-5	6	-17	13	3	-3	26

Random excerpt: 6 entries already listed, in no set order.
SMILES	GSK3A inh	HSP90 inh	GSK3B inh	KLF5 inhibitor	HSF1 inh	Platelet DG rel	aSyn 5UTR inh	Dyrk1A ADPGlo	IEC-6 cytotox	HSF1 activator
COc1ccc(CNC(=O)C(C)n2ccc3cc(S(=O)(=O)N4CCCCCC4)ccc32)cc1 (stereo unspecified)	-1	-5	4	-14	10	18	29	5	-5	18
C=CCSc1nc(N)c(C#N)c(-c2ccccc2)c1C#N	1	-2	-2	-5	6	-17	13	3	-3	26
Cc1ccc(C)c(S(=O)(=O)C(C#N)c2nc3ccccc3nc2N2CCCC2)c1 (stereo unspecified)	3	6	-2	-11	9	10	-9	-3	2	-2
NC(=O)c1c(NC(=O)COC(=O)c2ccc(S(=O)(=O)Nc3ccccc3)cc2)sc2c1CCCC2	-1	-2	-3	3	5	-4	10	.	-15	11
Cn1nccc1C(=O)Nc1ccc2c(c1)OCCO2	5	6	-6	-73	-44	47	34	7	0	-50
CC1=C(C)CC(C(=O)NCc2ccccn2)C(C(=O)O)C1 (stereo unspecified)	-3	4	1	-11	-8	-4	-4	-1	-3	-5

Remaining list, next part.
SMILES	GSK3A inh	HSP90 inh	GSK3B inh	KLF5 inhibitor	HSF1 inh	Platelet DG rel	aSyn 5UTR inh	Dyrk1A ADPGlo	IEC-6 cytotox	HSF1 activator
Cc1ccccc1C(=O)Oc1ccc(Br)cc1C(=S)N1CCCC1	-1	-2	-1	0	2	4	12	-3	2	29
O=C(Nc1nnc(-c2ccc(F)cc2)o1)c1cc(Cl)sc1Cl	-2	0	-9	-3	-12	?	3	7	-6	-8
CN1CCC(=NNC(=O)CN(c2cccc([N+](=O)[O-])c2)S(=O)(=O)c2ccccc2)CC1	2	-1	2	-15	7	-5	-7	0	7	32
COc1ccc(NC(=O)CSc2ncnc3[nH]ncc23)cc1	3	2	1	3	-2	5	-15	0	6	-16
O=C(c1cc2ccccc2s1)N1CCN(c2ccccn2)CC1	2	2	-2	-20	-3	5	15	-2	4	-12
Cc1ccc(S(=O)(=O)n2ccc(OC(=O)c3cccs3)n2)cc1	-2	6	1	-6	-7	3	12	2	-7	-24
CCCCc1ccc(/C=C(\C#N)C(N)=S)s1	.	-1	.	-12	.	.	.	-3	3	.
CCOC(=O)Nc1ccc2c(c1)Nc1ccccc1S2	-2	-2	4	-14	0	-4	-14	-13	3	6
CCn1cc(C(=O)NC2CCC(C)CC2)c(=O)c2cc(S(=O)(=O)N3CCCCC3)ccc21 (stereo unspecified)	-1	1	.	-12	.	.	.	.	0	.
CCOC(=O)C1=C(COC(=O)COc2cc(C)ccc2C)NC(=O)NC1C (stereo unspecified)	-1	.	0	.	0	15	1	-5	.	-1
COC(=O)c1c(NC(=O)Cc2ccccc2)sc2c1CC(C)(C)NC2(C)C	1	-1	4	-22	4	-21	4	-3	5	22
CC(C)(C)c1ccc(OCCNC(=O)c2ncn[nH]2)cc1	0	-1	-2	-24	6	.	16	-1	-4	10
Cc1cccc(N2CCN(C3=NC(=O)C(=C4CCCCC4)S3)CC2)c1	0	4	1	-29	11	0	-4	-6	6	11
Cc1cccc(C(=O)N(c2ccccn2)C(C)c2ccco2)c1 (stereo unspecified)	1	-6	1	-40	7	-6	-1	-1	-4	4
O=C(c1ccc([N+](=O)[O-])cc1)N(Cc1ccc(Br)cc1)N1C(=O)CCCC1=O	-4	4	-5	-14	-4	1	15	0	2	15
Cc1ccccc1N1C(=O)CC(Nc2ccc3c(c2)OCO3)C1=O (stereo unspecified)	-11	0	-2	-7	-1	-2	-1	.	-8	16
CC(CN1CCN(C)CC1)OC(=O)c1cccc(Cl)c1 (stereo unspecified)	1	-1	4	-31	1	1	-6	-7	7	1
Cc1csc(NC(=O)CS(=O)(=O)c2ccccc2)n1	-1	-5	5	2	8	-5	-21	8	0	-4
CCOC(=O)NC(=O)c1cn(CCNCCO)c(=O)[nH]c1=O	-3	2	1	-20	-4	-1	-2	21	6	-1
CCOCCCN(C(=O)CNC(=O)c1ccco1)C(C(=O)NC1CCCC1)c1cccc(OC)c1 (stereo unspecified)	0	-4	-1	-16	27	2	-18	-4	-5	43
c1nc(NCC2(N3CCOCC3)CCCCC2)c2ccsc2n1	3	3	0	-19	0	1	1	5	10	11
CC(NC(=O)C1CCC1)c1ccc2c(c1)OCO2 (stereo unspecified)	-3	-2	2	7	-4	10	21	0	-7	16
CCC1(CC)C(=O)C(C)(C)C(=O)OC1c1cccs1 (stereo unspecified)	-2	1	2	-3	-5	5	-13	0	0	-13
Cc1cc(NC(=O)c2cc(S(=O)(=O)N3CCCCC3)ccc2C)n(-c2ccccn2)n1	-3	-2	.	-34	.	.	.	1	2	.
Cc1ccc(NC2=CC(=O)CCC2)cc1C	2	16	1	0	11	-3	-9	-1	-3	11
COc1cccc(/C=C2\SC(=S)N(CCCC(=O)Nc3ccc(C(=O)O)cc3)C2=O)c1	0	-3	5	-6	-1	-4	26	-6	-2	15
CCOC(=O)CSc1nc2cc(C(=O)N3CCCC3)ccc2c(=O)n1Cc1ccccc1	8	7	1	-16	2	2	1	6	3	4
O=C(c1cccc(C(=O)N2CCN(c3ccccc3F)CC2)n1)N1CCN(c2ccccc2F)CC1	-1	-1	-5	-15	0	3	12	3	3	1
c1cnc(N2CCSCC2)nc1	0	5	-1	10	-2	-4	5	1	-1	-4
CCCc1cc(=O)oc2cc3occ(C)c3cc12	10	-1	-5	-11	3	4	3	21	0	-5
O=c1c2ccccc2nnn1CSc1nnc(C2COc3ccccc3O2)n1-c1ccccc1 (stereo unspecified)	-2	6	4	-1	3	-1	-6	-9	-1	1
O=C(CN1C(=O)NC2(CCCc3ccccc32)C1=O)c1ccc(Br)cc1 (stereo unspecified)	-1	.	-4	.	5	10	13	-4	.	7
COc1ccc(NS(=O)(=O)c2cccc(C(=O)NNC(=O)c3cc(C)oc3C)c2)cc1	-2	-1	5	0	2	3	-1	1	-1	2
Cn1c(C(C(=O)NCC2CCCO2)N(CCc2ccccc2)C(=O)Cn2nnc3ccccc32)nc2ccccc21 (stereo unspecified)	1	1	3	-2	5	1	-34	-7	0	36
CCC(C)N1CCN(S(=O)(=O)Cc2ccccc2)CC1 (stereo unspecified)	-1	-2	0	-11	-8	6	17	3	-3	5
CN(C)c1nc(C(=O)O)nc(N2CCOCC2)n1	-1	0	3	7	1	2	9	.	5	8
O=C(Cc1ccccc1)NCC1OCCc2ccccc21 (stereo unspecified)	2	3	1	-29	-5	-5	-14	-3	6	-2
CN1CCN(C(=O)CCN2C(=O)/C(=C/c3ccccc3Cl)SC2=S)CC1	-2	3	1	-24	2	-3	-41	-1	-4	8
CCCC(=O)Oc1ccc2c(C)cc(=O)oc2c1	-1	-5	0	-14	-1	0	-10	12	-2	3
CCCC(C)NC(=O)CSc1nc2ccc(C)cc2[nH]1 (stereo unspecified)	0	-1	1	-7	5	1	17	-1	10	16
Cc1csc(NC(=O)c2ccccc2C(=O)O)n1	.	8	1	0	6	1	19	-7	7	-5
Cc1ccc(C)c(CN2C(=O)C3CCCN3c3ccc(S(=O)(=O)N4CCOCC4)cc32)c1 (stereo unspecified)	-4	-2	1	4	-2	1	9	.	-1	-5
CC/C(=N/NC(=O)c1ccccc1O)c1c(C)[nH]n(-c2ccccc2)c1=O	-6	.	4	.	1	0	-22	.	.	14

Laid out differently: results already given.
Below each compound – GSK3A inh	HSP90 inh	GSK3B inh	KLF5 inhibitor	HSF1 inh	Platelet DG rel	aSyn 5UTR inh	Dyrk1A ADPGlo	IEC-6 cytotox	HSF1 activator
Cc1csc(NC(=O)c2ccccc2C(=O)O)n1
→ .	8	1	0	6	1	19	-7	7	-5
Cc1ccc(C)c(CN2C(=O)C3CCCN3c3ccc(S(=O)(=O)N4CCOCC4)cc32)c1 (stereo unspecified)
→ -4	-2	1	4	-2	1	9	.	-1	-5
